Screens (PubChem BioAssay)
TNAP activation fold = stimulation of alkaline phosphatase TNAP activity – biochemical, luminescent, no phosphate acceptor, uHTS, primary screen (AID 1001); purified TNAP, luminescent activation assay, no phosphate acceptor; higher activation fold means a stronger effect; one-dose activation fold at 20 µM; EC50 in µM for titrated hits; 200,000 tested, 0.03% active; in the data active = activation fold from about 3, or a potency from the dose series; inactive = the rest, 99 in 100 with activation fold below about 1.6; also: many of its hits are not listed in these tables
Myeloid diff MLP = compounds promoting myeloid differentiation; AID 624256; 360,000 tested, 1% active; ER-HoxA9 myeloid progenitors, lysozyme-GFP differentiation, flow cytometry; calls only at 10 µM;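 active = normalized GFP-positive differentiation at or above the plate's own cutoff, the solvent-only control mean plus 3 SD; inconclusive = no clear call, values can overlap the other calls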;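 also: cells exposed to compound for four days before flow analysis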
T cell modulator = T cell immune modulators affecting CD8 T cell-vesicle binding | AID 2052 | 2C CD8+ T cell-vesicle binding, flow cytometry; active compounds read low | calls only at 7 µM | 330,000 tested, 0.068% active;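 active = response, share of CD8 T cells binding vesicles, and their 90th percentile fluorescence all below set limits, cut at about 80% in these data, passing the limit was not always enough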
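Also added: QL9-peptide-loaded Drosophila micro-vesicles bearing Ld, ICAM-1 and B7-1; Test system: purified 2C TCR transgenic mouse naive CD8+ T cells; Measured by: cytometric PE anti-B7-1 and Alexa647 anti-CD8 signals after 1% paraformaldehyde fixation; Timing: binding step 1.5 h, 37 °C, antibody labelling 20 min, ice.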
RSV antiviral HEp-2 = RSV antiviral activity via CPE protection, HEp-2 cells, primary 10 µM value included (AID 2391). 310,000 tested, 0.13% active. HEp-2 cells, RSV-induced CPE inhibition; higher % means a stronger effect. one-dose CPE inhibition, % at 10 µM; IC50 in µM for titrated hits; in the data active = a potency from the dose series; inconclusive = CPE inhibition mostly from about 23% at the one dose, without a potency; inactive = the rest, 99 in 100 with CPE inhibition below about 21%; also: strong numbers were not always called active
SV40 large T antigen = TAg ATPase/helicase activity blockers – biochemical (AID 1903). 310,000 tested, 0.39% active. SV40 large T antigen ATPase/helicase inhibition assay; higher % means a stronger effect. inhibition, % at 20 µM; hits with a dose series show IC50 in µM; in the data active = a potency from the dose series; inconclusive = inhibition mostly from about 32% at the one dose, without a potency; inactive = the rest, 99 in 100 with inhibition below about 32%; also: strong numbers were not always called active
NTR1 agonist = agonists of NTR1, primary screen, imaging, U2OS cells, beta-arrestin-GFP, high content (AID 493036); P30989; NTR1-U2OS beta-arrestin-GFP spot imaging, agonist mode; activation, % at 20 µM; 330,000 tested, 0.17% active;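 active = activation at or above 40% of the spot to cytoplasm intensity ratio, with at least 20 cells analyzed; inconclusive = wells under 20 cells, flagged as cytotoxic or low count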;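 also: 0% = DMSO without peptide and 100% = 100 nM NTR1 peptide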
Target sequence (P30989 whole entry, looked up): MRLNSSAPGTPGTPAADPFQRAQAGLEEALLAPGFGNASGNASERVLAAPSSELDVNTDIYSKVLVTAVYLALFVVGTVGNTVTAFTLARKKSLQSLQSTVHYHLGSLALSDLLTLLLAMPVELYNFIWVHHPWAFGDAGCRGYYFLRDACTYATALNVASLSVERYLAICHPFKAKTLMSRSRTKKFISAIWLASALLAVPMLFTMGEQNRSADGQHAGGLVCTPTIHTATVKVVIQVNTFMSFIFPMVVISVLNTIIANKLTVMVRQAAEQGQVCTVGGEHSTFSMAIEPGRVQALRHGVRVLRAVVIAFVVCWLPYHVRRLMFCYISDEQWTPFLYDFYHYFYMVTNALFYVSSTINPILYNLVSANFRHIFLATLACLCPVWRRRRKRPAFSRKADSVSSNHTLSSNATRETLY
Salmonella PhoP GFP = PhoP-dependent GFP reporter repression – Salmonella Typhimurium, primary screen (AID 1863); S. Typhimurium PhoP-regulated promoter GFP reporter, 4 h; higher % means a stronger effect; one-dose inhibition, % at 50 µM; IC50 in µM for titrated hits; 300,000 tested, 0.16% active;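 active = inhibition over 29.93%, a cutoff 3 SD above the screen mean, later confirmed by dose response; inconclusive = inhibition over 29.93% but no dose response follow-up; inactive = inhibition at most 29.93% or unconfirmed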;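 also: 0% = low Mg2+ inducing control and 100% = high Mg2+ repressing control; strong numbers were not always called active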
UTI89 phage lysis = protection from phage-mediated lysis, alamar blue read-out – E. coli UTI89, K1F phage, bacterial capsule biogenesis inhibitors (AID 488966) | E. coli UTI89 K1F phage lysis, alamar blue, 2 h; higher % means a stronger effect | inhibition, % at 100 µM, or IC50 in µM where a hit was titrated | 340,000 tested, 0.02% active;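 active = phage lysis inhibition, versus mean bacterial control, above a set limit; inconclusive = no clear call, values can overlap the other calls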;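 also: capsule biogenesis inhibitors block K1F phage lysis so surviving cells raise fluorescence; higher fluorescence means more inhibition of phage lysis; actives were called in the ten point dose series up to 300 µM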
MgcRacGAP inhibition = MgcRacGAP GTPase-activating activity inhibitors, confirmation, biochemical, ADP Hunter fluorescence. MgcRacGAP-stimulated Rac1 GTP hydrolysis, ADP Hunter fluorescence; higher % means a stronger effect; GST-tagged Rac1 F28L mutant substrate. inhibition, % at 30 µM, or IC50 in µM where a hit was titrated. 340,000 tested, 0.6% active;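 active = first-screen hits whose inhibition reached a set limit at any dose in the follow-up dose series; inconclusive = inhibition above the set first-screen limit but never retested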;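 also: fluorescence reports GDP produced by GAP-driven GTP hydrolysis; strong numbers were not always called active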
T cell modulator vesicle-bound % = further read-out of T cell modulator, marked with its call; double positive events, %; measured here: CD8+ vesicle-bound cell fraction;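 binding gate set so that unloaded-vesicle control wells show 10% double positive cells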
NTR1 agonist cell count 20 µM = further read-out of NTR1 agonist, marked with its call; cell count; measured here: cell count, cytotoxicity flag
Myeloid diff MLP GFP+ MAC1+ % = recorded beside Myeloid diff MLP, whose call it bears; GFP+ MAC1+ double positive, %; measured here: differentiation confirmed by MAC1 staining
An asterisk follows results filed as active; i = inactive; ? = inconclusive; nt = no result given; + = active, no number; [ ] = another dose, or the depositor's remark.

Molecule	TNAP activation fold	Myeloid diff MLP	Myeloid diff MLP GFP+ MAC1+ %	T cell modulator	T cell modulator vesicle-bound %	RSV antiviral HEp-2	SV40 large T antigen	NTR1 agonist	NTR1 agonist cell count 20 µM	Salmonella PhoP GFP	UTI89 phage lysis	MgcRacGAP inhibition
CC1CN(C(=S)Nc2ccc(SC(F)F)cc2)CC(C)O1 (stereo not given)	nt	nt	nt	i	49	1.7%	12%	-0.6	46	-1%	0.7%	5%
COc1cccc(NC(=O)c2ccccc2N(Cc2ccccc2)S(C)(=O)=O)c1	nt	i	0.4	i	61	0.6%	11%	0.8	46	-6%	0.2%	9%
O=C(Nc1ccc(Br)cc1)c1cccnc1N1CCOCC1	1.1	i	0.7	i	35	0.2%	2%	1.3	41	-6%	-0.5%	6%
CCc1cccc(NC(=O)c2cccc3c2C(=O)N(CC2CCCO2)C3)c1 (stereo not given)	nt	i	8.0	i	26	6.1%	12%	12	71	nt	8.3%	7%
O=C(OCC1CC(c2ccccc2)=NO1)c1ccc(Br)cc1 (stereo not given)	1.1	i	0.0	i	42	1.9%	-2%	4.4	69	6%	1.2%	4%
CCOc1cc2[nH]c(=O)n(Cc3ccc(C(=O)NCCOC)cc3)c(=O)c2cc1OCC	1.1	i	2.6	i	40	1.3%	9%	2.8	61	8%	0.2%	3%
COc1ccc(NC(=O)CC23CC4CC(CC(C4)C2)C3)cn1	1.1	i	0.1	i	55	-1.3%	1%	-1.0	59	11%	0.1%	1%
COc1cc(NC(=O)COC(=O)CCc2cc(OC)c(OC)c(OC)c2)cc(OC)c1	1	i	0.2	i	40	1.1%	15%	-1.0	52	-1%	0.3%	5%
CSc1nc2sccc2c(=O)[nH]1	1.1	i	0.0	i	57	1.9%	10%	-1.1	31	-2%	-0.3%	5%
CCC(=O)N(CCc1ccccc1)Cc1cc2cc(OC)ccc2[nH]c1=O	nt	i	0.7	i	28	0.3%	13%	0.3	59	-2%	2.0%	1%
O=C(CSc1nc2ccccc2[nH]1)NC1CCCC1	1.1	i	0.2	i	35	0.7%	1%	1.5	57	-3%	0.3%	0%
CCN1CCN(c2nc3ccccc3nc2C(C#N)S(=O)(=O)c2ccc(C)cc2)CC1 (stereo not given)	1.1	i	1.8	i	39	-0.8%	9%	-0.8	85	-2%	0.1%	12%
CCn1c2ccccc2c2nnc(SCC(=O)NCCOC)nc21	1.1	i	1.6	i	42	0.5%	5%	-1.6	53	-9%	5.3%	3%
O=S(=O)(Nc1ccccn1)c1cccc(S(=O)(=O)c2ccc(Cl)cc2)c1	1.1	i	0.3	i	24	-2.1%	34%	-0.4	60	-2%	1.0%	-1%
CCOc1cccc(-c2c(C(=O)N/N=C/c3ccncc3)nnn2-c2nonc2N)c1	nt	i	0.6	i	57	0.8%	9%	0.3	63	1%	0.4%	5%
CCN(C(=N)N=C(N)N)c1ccccc1	1	i	0.3	i	56	0.6%	7%	-0.9	67	-7%	0.1%	17%
NS(=O)(=O)c1ccc(CCNCc2ccccc2OCc2ccc(Cl)cc2)cc1	nt	i	0.3	i	60	?	6%	1.8	77	2%	0.3%	5%
CCCS(=O)(=O)c1nc(S(=O)(=O)c2ccc(C)cc2)c(N2CCN(C)CC2)s1	nt	i	1.6	i	45	2.1%	10%	-0.2	57	-1%	0.3%	7%
Cc1cc(Cl)ccc1OCC(=O)NNC(=O)CCOc1ccccc1	nt	i	0.5	i	2	0.3%	nt	-0.6	45	nt	1.1%[50 µM]	1%
COc1ccc(/C=C(\NC(=O)c2cccs2)C(=O)NCc2ccco2)cc1OC	nt	i	0.9	i	16	1.8%	13%	-1.0	53	-9%	nt	nt
Cc1ccc(C(C(=O)NC2CCCC2)N(Cc2ccco2)C(=O)CCC(=O)Nc2cc(C)on2)cc1 (stereo not given)	1.1	i	0.5	i	66	1.2%	2%	2.1	61	-1%	0.5%	7%
O=c1cnc2ccccc2n1CC1CCCCC1	1.1	i	3.6	i	27	0.9%	10%	2.0	44	0%	0.3%	0%
CCc1noc(C)c1C(=O)NNC(=O)c1ccccc1F	nt	i	0.9	i	30	-2.3%	13%	-0.3	60	4%	1.3%[50 µM]	5%
CCOC(=O)c1sc(C)c2c1NC(C)(c1ccccc1)NC2=O (stereo not given)	1	i	0.7	i	48	0.5%	3%	2.4	60	-4%	1.8%[50 µM]	2%
CCCCCCCCCOC(=O)C(CC(=O)O)N1CCOCC1 (stereo not given)	1	i	0.8	i	47	0.3%	12%	-0.9	46	-12%	1.8%	12%
CC(=O)c1c(C)[nH]c(C(=O)OCC(=O)Nc2ccc([N+](=O)[O-])cc2Cl)c1C	1.1	i	0.2	i	51	6.0%	-11%	2.2	56	7%	3.0%	3%
CCOC(=O)Cc1cc(=O)n2[nH]cc(-c3cccc(Br)c3)c2n1	1.1	i	0.4	i	38	5.5%	11%	0.5	88	10%	0.0%	1%
O=C(Nc1nc2ccc([N+](=O)[O-])cc2s1)c1c(F)cccc1F	1.1	i	0.5	i	35	6.1%	20%	2.8	46	-2%	0.2%	8%
CSc1nc(C)cc(Oc2ccc(OCC(N)=O)nn2)n1	1	i	0.2	i	36	0.9%	5%	-0.1	73	-13%	0.3%	1%
COc1c(C)cc(C(=O)C2CCCN(C(=O)c3ccoc3)C2)cc1C (stereo not given)	1	i	0.6	i	51	4.3%	-2%	-0.2	59	3%	0.4%	-6%
O=C(OCN1C(=O)C(=O)c2ccccc21)c1ccc(Cl)cc1	nt	i	0.2	i	48	2.1%	5%	2.8	63	-10%	0.1%	7%
COc1ccccc1N1CCN(C(=O)c2ccccc2SCC(=O)NCc2ccco2)CC1	nt	i	0.3	nt	nt	nt	nt	0.4	65	nt	0.9%[50 µM]	8%
Cc1ccc2c(n1)sc1c(N)ncnc12	1.1	i	0.9	i	36	6.7%	11%	-1.5	37	4%	0.3%	13%
O=C(C1CCCN(S(=O)(=O)c2cccc3cccnc23)C1)N1CCc2ccccc21 (stereo not given)	1.1	i	4.5	i	60	1.8%	0%	2.6	39	-7%	0.2%	-4%
O=C(CN1C(=O)COc2ccccc21)N1CCOCC1	nt	i	2.7	i	40	0.0%	3%	-1.6	53	-4%	-0.2%	9%
Cn1nc2c3ccccc3n(Cc3ccc(F)cc3)c2nc1=S	nt	i	0.8	i	7	1.9%	0%	1.7	53	-1%	-0.1%	14%
COc1ccc(C(C)=O)cc1CN1C(=O)NC2(CCCCCCC2)C1=O	1	i	0.2	i	62	0.0%	4%	5.1	58	-1%	0.4%	-2%
CCc1nnc(NC(=O)CSc2ccc(-c3nc4ccc(C)cc4[nH]3)cn2)s1	1	i	0.1	i	10	2.4%	-3%	1.6	74	2%	0.1%	8%
CCN(C(=O)CN1CCOCC1)C1(C)C(=O)c2ccccc2C1=O	1.1	i	0.2	i	38	-0.1%	1%	1.5	89	1%	-0.3%	2%
NC(=O)COc1ccc(-c2noc(COc3ccccc3[N+](=O)[O-])n2)cc1	1.1	i	0.5	i	26	1.7%	6%	-0.1	48	2%	-0.1%	8%
Cc1ccc(S(=O)(=O)N2C(=O)CCC2C(=O)NCc2ccco2)cc1 (stereo not given)	1	i	6.1	i	38	0.2%	3%	3.2	57	4%	3.0%	4%
COC(CNC(=O)c1ccc(CS(=O)(=O)c2ccc(C)cc2)o1)OC	nt	+	1.3*	i	39	2.2%	4%	-2.4	83	3%	1.3%	-8%
COc1ccc2[nH]c(=O)c(-c3noc(-c4ccc(F)cc4)n3)cc2c1	1	i	1.3	i	26	0.0%	14%	1.8	71	-7%	-0.2%	1%
Cc1ccc(NC(=O)[C@@H](NC(=O)c2cccc(S(=O)(=O)N3CCOCC3)c2)C(C)C)cc1C	1	i	0.2	i	9	0.3%	7%	-1.4	79	-5%	3.1%[50 µM]	5%
CC(C)c1nnc(NC(=O)c2nc(S(=O)(=O)Cc3ccc(F)cc3)ncc2Cl)s1	nt	?	nt	i	11	-2.5%	21%	-0.3	60	-11%	-0.4%	12%
O=C(CCCc1c[nH]c2ccccc12)N1CCOCC1	1.1	i	1.4	i	48	1.4%	-2%	0.3	55	8%	0.8%	7%
CN(CC(=O)NCc1ccccc1Cl)CC(=O)Nc1cccc(F)c1	1.1	i	0.9	i	22	1.9%	-10%	-0.2	72	1%	-0.7%	-7%
Clc1ccc(OCCSc2ncccn2)c2ccccc12	1	i	0.6	i	56	2.9%	28%	11	75	-5%	0.1%	4%
Cc1[nH]c2ccccc2c1C(=O)NS(=O)(=O)Nc1ccccc1	1.1	i	0.6	i	32	0.8%	6%	-1.0	44	-9%	-1.2%	5%
CCN(CC(=O)NC1CCS(=O)(=O)C1)C(C)C(=O)Nc1ccc(F)cc1 (stereo not given)	nt	i	0.4	i	42	1.7%	nt	-2.7	57	nt	0.1%[50 µM]	-3%
CN(C)/C=C/C(=O)c1ccc(Oc2ncccn2)cc1	1	i	0.2	i	11	-1.8%	10%	0.2	26	-4%	3.8%	0%
CCN(CC)CCOC(=O)C12CC3CC(CC(C3)C1)C2	1.1	i	1.7	i	51	-0.3%	6%	1.9	33	2%	0.1%	4%
N=C1C(c2nc(-c3ccc(Cl)cc3)cs2)=C(O)CN1CCCN1CCOCC1	1	i	1.9	i	31	-2.3%	18%	-1.4	39	1%	-1.1%	13%
